Compound activity (PubChem BioAssay)
hERG rescue – hERG (human) protection from proarrhythmic block | Q12809 | CHO-hERG, FluxOR thallium flux, dofetilide IC70 present | activation (rescue from dofetilide block), less the hit threshold, % at 10 µM | actives 0.51% (n = 310,000);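 active = activation above the mean of controls blocked by dofetilide plus 5 SD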;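 note: thallium influx through hERG after potassium depolarization seen as dye fluorescence rise; in these data hits start at about 4.7%; inactives centre near -7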
KCNQ1 inh – blocks the human KCNQ1 potassium channel; CHO-K1 KCNQ1, FluxOR thallium flux fluorescence; stronger effect = higher value; B-score at 10 µM; actives 1.3% (n = 310,000); AID 2642;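 active = compounds whose thallium flux B-score, printed positive for inhibition, exceeds three library SD while starting fluorescence stays within three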;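 note: channel opened by potassium depolarization with thallium stimulus after 20 min compound exposure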
MrgX1 PAM – allosterically activates human MrgX1 receptor signaling | MrgX1-HEK293, Fluo-4 calcium flux, FDSS; stronger effect = higher value | actives 0.63% (n = 310,000) | Q96LB2 | B-score at 10 µM | AID 588675;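 active = plate-corrected calcium response at least 3 library SD above typical, normal starting fluorescence, not activating the receptor alone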;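 note: compound read alongside a low EC10 to EC30 dose of BAM8-22 agonist; peak minus trough fluorescence over baseline measured at the second addition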
ANO1 block – blocks the mouse calcium-activated chloride channel TMEM16A; Q8BHY3; HEK293 TMEM16A/YFP iodide influx fluorescence, ionomycin; normalized B-score (activity score, 25-100; higher = stronger inhibition) at 10 µM; actives 1.2% (n = 310,000); AID 588511;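 active = ratio plate-corrected score three or more library SD toward inhibition, starting fluorescence score within five deviations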;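 note: score derived from kinetic fluorescence span divided by baseline fluorescence per well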
Target sequence (Q8BHY3 whole entry, looked up): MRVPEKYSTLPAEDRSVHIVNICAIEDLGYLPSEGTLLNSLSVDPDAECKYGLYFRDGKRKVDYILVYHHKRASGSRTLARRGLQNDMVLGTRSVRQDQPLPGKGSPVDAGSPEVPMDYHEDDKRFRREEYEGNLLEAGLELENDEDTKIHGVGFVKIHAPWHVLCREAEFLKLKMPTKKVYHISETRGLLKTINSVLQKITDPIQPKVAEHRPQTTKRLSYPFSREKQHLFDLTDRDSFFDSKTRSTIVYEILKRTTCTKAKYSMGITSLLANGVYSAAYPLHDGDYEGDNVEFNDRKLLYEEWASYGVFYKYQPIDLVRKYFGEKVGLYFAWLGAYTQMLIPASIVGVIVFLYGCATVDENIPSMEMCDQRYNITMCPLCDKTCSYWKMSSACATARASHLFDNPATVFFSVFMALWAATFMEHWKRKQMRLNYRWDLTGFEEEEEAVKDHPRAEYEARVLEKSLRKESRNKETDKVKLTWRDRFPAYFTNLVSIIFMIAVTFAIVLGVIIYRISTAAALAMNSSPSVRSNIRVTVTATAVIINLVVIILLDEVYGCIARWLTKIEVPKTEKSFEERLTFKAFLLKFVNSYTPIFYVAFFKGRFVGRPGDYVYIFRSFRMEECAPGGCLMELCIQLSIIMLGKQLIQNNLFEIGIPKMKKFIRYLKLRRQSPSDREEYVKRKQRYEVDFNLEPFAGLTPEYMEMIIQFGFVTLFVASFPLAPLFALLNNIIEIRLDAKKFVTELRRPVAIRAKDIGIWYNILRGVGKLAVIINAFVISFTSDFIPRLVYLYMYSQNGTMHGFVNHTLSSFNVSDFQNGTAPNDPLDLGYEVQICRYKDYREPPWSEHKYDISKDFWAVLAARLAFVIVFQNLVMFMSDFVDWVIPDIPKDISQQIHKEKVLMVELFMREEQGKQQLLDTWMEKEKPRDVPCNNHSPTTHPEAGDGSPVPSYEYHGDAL
ANO1 activ – activates or potentiates the mouse TMEM16A chloride channel; Q8BHY3; HEK293 TMEM16A/YFP-H148Q/I152L, iodide quench fluorescence; stronger effect = lower value; B-score at 10 µM; actives 0.3% (n = 340,000);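 active = fluorescence-ratio B-score plate-corrected deviation score at least 3 library SD below zero, with starting fluorescence score within 5 deviations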;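 note: channel opened by trigger with iodide after compound preincubation; score built on the fluorescence ratio of max minus min over baseline; more negative score means more quench and so TMEM16A activation or potentiation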
KCNK3 inh – human KCNK3 channel inhibition, primary screen; O14649; CHO-KCNK3 thallium flux, FluxOR fluorescence; stronger effect = lower value; B-score at 10 µM; actives 0.84% (n = 340,000); AID 602410;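 active = B-score under library mean minus 4 SD, starting fluorescence ratio at most library mean plus 5 SD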;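 note: more negative B-score means stronger inhibition of thallium flux through KCNK3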
RGS4 block – human RGS4 inhibition | P49798 | AID 463165 | actives 0.45% (n = 310,000) | B-score at 10 µM | HEK293 M3R/RGS4 inducible, Fluo-4 calcium flux; stronger effect = higher value; triggered by carbachol at its EC20;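 active = B-score, a plate-corrected calcium signal, over three deviations above library mean, with baseline fluorescence within five deviations of library mean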;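 note: RGS4 expression induced by doxycycline in cells with stable M3 receptor; B-score is computed from the integrated fluorescence ratio over baseline after carbachol; higher B-score means a larger calcium signal and so more RGS4 inhibition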
MrgX1 ag – agonists of human MrgX1 receptor; Q96LB2; MrgX1-HEK293 cells, Fluo-4 calcium fluorescence, agonist mode; stronger effect = higher value; B-score at 10 µM; actives 0.44% (n = 310,000);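 active = calcium response B-score plate-corrected fluorescence ratio at least 3 library SD, with starting fluorescence B-score inside 5 SD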
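System: HEK293 cells stably expressing human MrgX1 receptor; Dosing: test compound in the initial addition of three; Schedule: overnight plating, then 30 min 37 °C plus 30 min room-temperature dye loading; Detection: kinetic calcium dye fluorescence, Fluo-4 NW; Controls: per-plate positive and negative controls for Z′ factor.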
KCNQ1 act – potentiates or activates the human KCNQ1 potassium channel; CHO-K1 KCNQ1, thallium flux FluxOR fluorescence; stronger effect = higher value; B-score at 10 µM; actives 0.35% (n = 310,000); AID 2648;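 active = fluorescence ratio B-score, a plate-corrected score, at least three library SD, with initial intensity B-score within 5 SD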
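Test system: CHO-K1 cells stably expressing KCNQ1 / Medium: assay buffer / Also added: depolarizing K+/Tl+ stimulus, K2SO4 and Tl2SO4 each 12.5 mM in 5x stock / Incubation: 90 min dye loading and 20 min compound exposure, both at room temperature / Signal: thallium influx via FluxOR fluorescence, kinetic imaging / Evaluation: B score of baseline-normalized fluorescence ratio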
KCNK9 inh – human KCNK9 channel inhibition. HEK293 KCNK9, FluxOR thallium flux fluorescence; stronger effect = lower value. B-score at 10 µM. actives 1.2% (n = 310,000). AID 488922;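 active = ratio B-score over 3 SD below the library mean, with starting fluorescence within 5 SD of its mean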;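 note: negative B-score means less thallium flux so channel inhibition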
RGS4 act – RGS4 potentiation or activation | HEK293 M3R/inducible RGS4, carbachol calcium flux Fluo4; stronger effect = lower value | B-score at 10 µM | actives 0.92% (n = 310,000) | AID 463111;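 active = B-score of the integrated calcium signal more than 4 SD below the library mean, with starting fluorescence not abnormally high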;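 note: negative B-score means reduced calcium response which marks RGS4 activation or potentiation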
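Material: Inducible-RGS4 HEK293 cells carrying M3 receptor; also added: carbachol at ECmax as muscarinic agonist stimulus; incubation: compound preincubation 20 min at room temperature before agonist; signal: Fluo4-AM (2 µM) calcium-flux fluorescence, kinetic read; measure: integrated calcium ratio converted to B score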
Active calls of the source: *; i = inactive; . = not tested or not shown.

Values in the order: hERG rescue | KCNQ1 inh | MrgX1 PAM | ANO1 block | ANO1 activ | KCNK3 inh | RGS4 block | MrgX1 ag | KCNQ1 act | KCNK9 inh | RGS4 act
CCc1nnc(NC(=O)CSc2nnc(CNc3ccc(OC)cc3)n2CC)s1
 : -2.0 | i | i | i | i | i | i | i | i | i | i
CC(C(=O)N1CCN(c2ccc([N+](=O)[O-])cc2)CC1)N1C(=O)C2CC=CCC2C1=O (centres undefined)
 : -4.6 | i | i | i | i | i | i | i | i | i | i
CCOC(=O)C1C(=O)NC(N2CCN(Cc3ccccc3)CC2)=NC1c1ccccc1 (centres undefined)
 : -6.7 | i | i | i | i | i | i | i | i | i | i
Cn1c(CNC(=O)CCNC(=O)c2cccc(Br)c2)cc(=O)n(C)c1=O
 : -14.8 | i | i | i | i | i | i | i | i | i | i
Cc1ccccc1CNC(=O)C1CCC(=O)N(Cc2cccc(F)c2)C1 (centres undefined)
 : -2.5 | i | i | i | i | i | i | i | i | i | i
C=CCn1c(SCC(=O)c2cc(C)n(CCOC)c2C)nc2sc(C)c(C)c2c1=O
 : -5.8 | i | i | i | i | i | i | i | i | i | i
O=C(/C=C/c1ccccc1Cl)Nn1cnc2ccccc2c1=O
 : -6.4 | i | i | i | i | i | i | i | i | i | i
O=C(Nc1ncc2c(n1)-c1ccccc1CC2)c1ccc(Cl)cc1
 : -11.5 | i | i | i | i | i | i | i | i | i | i
CC(C)OC(=O)/C(C#N)=C/c1c[nH]c2ccccc12
 : -2.2 | i | i | i | i | i | i | i | i | i | i
CC(=O)N1CCc2cc(S(=O)(=O)NCCCN3CCC(C)CC3)ccc21
 : -8.8 | i | i | i | i | i | i | i | i | i | i
CCOc1ccc(N2C(=O)C3CCCN3C2=O)cc1 (centres undefined)
 : -1.5 | i | i | i | i | i | i | i | i | i | i
O=C(NCCC(=O)N1CCCCC1)c1ccccc1Cl
 : -9.1 | i | i | i | i | i | i | i | i | i | i
Oc1ccccc1/C=N/NC(=S)NC1CC2CC1C1C=CCC21 (centres undefined)
 : -10.8 | i | i | i | i | i | i | i | i | i | i
CCN(CC)C(=O)c1cccc(NC(=O)CC23CC4CC(CC(C4)C2)C3)c1
 : -4.8 | i | i | i | i | i | i | i | i | i | i
CCOc1ccc(C(=O)Nc2cccc([N+](=O)[O-])c2)cc1Br
 : -1.8 | i | i | i | i | i | i | i | i | i | i
CCOc1ccc(CNn2nnnc2N)cc1
 : -9.4 | i | i | i | i | i | i | i | i | i | i
CCc1nnc(NC(=O)CCC(=O)NCc2ccc(C)cc2)s1
 : -4.9 | i | i | i | i | i | i | i | i | i | i
CCC(C)NC(=O)C1CCCN(S(=O)(=O)c2ccc(-n3cnnn3)cc2)C1 (centres undefined)
 : 0.0 | i | i | i | i | i | i | i | i | i | i
Cc1ccc2c(c1)cc(CN(Cc1cccs1)C(=O)c1ccco1)c1nnnn12
 : -14.0 | i | i | i | i | i | i | i | i | i | i
O=C(CSCc1ccc(Cl)cc1)N/N=C/c1ccco1
 : -3.0 | i | i | i | i | i | i | i | i | i | i
CCn1c(Cn2nnc(-c3ccccc3)n2)nnc1SCC(=O)Nc1ccc(C(C)=O)cc1
 : 4.6* | i | i | i | i | i | i | i | i | i | i
CN(C)c1ccc(CNS(=O)(=O)c2ccc3c(c2)C(C)(C)C(=O)N3C)cc1
 : -7.0 | i | i | i | i | i | i | i | i | i | i
NC(=O)C[C@H](N)c1cn([C@@H](CC(N)=O)C(=O)N2CCNCC2)nn1
 : . | . | i | i | -10* | i | . | i | . | . | .
COc1ccc2o/c(=N/NC(=O)c3cccs3)c(C(N)=O)cc2c1
 : -8.9 | i | i | i | i | i | i | i | i | i | i
CCCCNC(=O)Nc1ccc(C2SCCS2)cc1
 : -8.2 | i | i | i | i | i | i | i | i | i | i
Cc1c(Cl)cccc1NC(=S)N1CCCN(Cc2ccc(F)cc2)C1
 : -7.0 | i | i | i | i | i | i | i | i | i | i
Cc1cccc(NC(=S)NCc2ccccc2Cl)c1C
 : -12.7 | i | i | i | i | i | i | i | i | i | i
CN(C)CCNc1oc(COc2ccc(-c3ccccc3)cc2)nc1C#N
 : -22.6 | i | i | i | i | i | i | i | i | i | i
O=C(O)C1C2CCC(O2)C1C(=O)Nc1ccc(O)cc1 (centres undefined)
 : -0.5 | i | i | i | i | i | i | i | i | i | i
COc1ccc(C(=O)Nc2cc(C)on2)c(OC)c1
 : -6.4 | i | i | i | i | i | i | i | i | i | i
O=C(NCCO)/C(=C/c1ccco1)NC(=O)c1ccco1
 : -2.9 | i | i | i | i | i | i | i | i | i | i
CCOC(=O)c1cncc(C#CCOC(=O)Nc2ccc(OC(F)(F)F)cc2)c1
 : -5.6 | i | i | i | i | i | i | i | i | i | i
CN1/C(=C\C(=O)c2cccnc2)C(C)(C)c2ccccc21
 : -12.8 | i | i | i | i | i | i | i | i | i | i
CCCn1nc(C(=O)Nc2nnc(CC)s2)c2ccccc2c1=O
 : -17.6 | i | i | i | i | i | i | i | i | i | i
CC(NC(=O)Cc1ccccc1[N+](=O)[O-])c1ccccc1 (centres undefined)
 : -5.6 | i | i | i | . | . | i | i | i | i | i
O=C1CCCN1c1ccc(S(=O)(=O)Oc2ccc(Cl)cc2)cc1[N+](=O)[O-]
 : -8.9 | i | i | i | i | i | i | i | i | i | i
Cc1cc(N2CCN(C(=O)c3ccco3)CC2)c2ccccc2n1
 : -5.6 | i | i | i | i | i | i | i | i | i | i
Cc1ccccc1C(=O)N1CCc2c([nH]c3ccccc23)C1C(F)(F)F (centres undefined)
 : -12.4 | i | i | i | i | i | i | i | i | i | i
CC(C)OCCCN1CN(S(=O)(=O)c2ccccc2)c2nc3ccccc3nc21
 : -18.4 | i | i | i | i | i | i | i | i | i | i
CC(=O)c1sc2nc(CSc3nnnn3-c3ccccc3)[nH]c(=O)c2c1C
 : -8.5 | i | i | i | i | i | i | i | i | i | i
CCN(Cc1nc(-c2ccccc2)no1)C(=O)c1ccco1
 : -8.6 | i | i | i | i | i | i | i | i | i | i
CN(CCOc1ccccc1)C(=O)c1ccc(F)c(S(=O)(=O)N2CCOCC2)c1
 : -18.3 | i | i | i | i | i | i | i | i | i | i
CC(C)c1ccc(NC(=O)C2CSC3(C)CCC(=O)N23)cc1 (centres undefined)
 : -13.0 | i | i | i | i | i | i | i | i | i | i
Cc1cc(C)c(NC(=O)CSc2nnc(-c3ccncc3)n2Cc2ccco2)c(C)c1
 : -5.0 | i | i | i | i | i | i | i | i | i | i
CC1=CCC(COC(=O)Nc2ccccc2)CC1 (centres undefined)
 : -4.8 | i | i | i | i | i | i | i | i | i | i
C/C(=N/NC(=O)c1ccc(Br)o1)c1ccncc1
 : -5.5 | i | i | i | i | i | i | i | i | i | i
O=C(O)C(Cc1ccccc1)n1c(=S)[nH]c2ccccc2c1=O (centres undefined)
 : -0.2 | i | i | i | i | i | i | i | i | i | i
O=C(c1ccc(Br)o1)N1CCN(CCc2ccncc2)CC1
 : -0.5 | i | i | i | i | i | i | i | i | i | i
CC(=O)Nc1ccc(S(=O)(=O)NNC(=O)c2cccc(Cl)c2)cc1
 : -20.2 | i | i | i | i | i | i | i | i | i | i
S=C(NC1CCCCC1)N1CCOCC1
 : -10.2 | i | i | i | i | i | i | i | i | i | i
COC(=O)CCC(NC(=O)c1cc(-c2ccc3c(c2)OCCO3)oc1C)C(=O)OC (centres undefined)
 : -11.7 | i | i | i | i | i | i | i | i | i | i
Cn1c2ccccc2n2c(=O)c(=O)n(CC(=O)c3ccc(Cl)cc3)nc12
 : -7.7 | i | i | i | i | i | i | i | i | i | i
COCC(=O)N(Cc1cc2ccc(C)cc2[nH]c1=O)c1cccc(C)c1
 : -9.8 | i | i | i | i | i | i | i | i | i | i
CCC(=O)N1c2ccc(S(=O)(=O)CCC(=O)NCc3ccc4c(c3)OCO4)cc2CC1C (centres undefined)
 : -4.1 | i | i | i | i | i | i | i | i | i | i
O=C(Nc1ccc(S(=O)(=O)Nc2ncccn2)cc1)c1cccc(S(=O)(=O)N2CCOCC2)c1
 : -9.0 | i | i | i | i | i | i | i | i | i | i
NC(=O)Cn1nc([N+](=O)[O-])nc1Oc1ccc(Br)cc1
 : -8.4 | i | i | i | i | i | i | i | i | i | i
CCOC(=O)C1=C(C)N(c2ccc(OCC)cc2)C(=O)/C1=C\c1ccco1
 : -2.5 | i | i | i | i | i | i | i | i | i | i
N#CCCN(C(=O)COC(=O)c1cccc(S(=O)(=O)N2CCCC2)c1)c1ccc(F)cc1
 : -8.3 | i | i | i | i | i | i | i | i | i | i
O=C(NCc1ccc(Cl)cc1)N1CCN(Cc2ccccc2)CC1
 : -2.5 | i | i | i | i | i | i | i | i | i | i
CCCCC(O)(c1ccc(CC)cc1)C(CN1CCOCC1)c1ccccc1 (centres undefined)
 : -4.2 | i | i | i | i | i | i | i | i | i | i

(next part)
Values in the order: hERG rescue | KCNQ1 inh | MrgX1 PAM | ANO1 block | ANO1 activ | KCNK3 inh | RGS4 block | MrgX1 ag | KCNQ1 act | KCNK9 inh | RGS4 act
C/C=C(\C)CN1CCC(n2nccc2NC(=O)c2ccc3c(c2)OCO3)CC1
 : -8.6 | i | i | i | i | i | i | i | i | i | i
CC12CN3CCN(CC(C3)/C1=N/N=C/c1cccc([N+](=O)[O-])c1)C2
 : -9.8 | i | i | i | i | i | i | i | i | i | i
CC(Nc1n[nH]c(=O)[nH]c1=O)C(=O)N/N=C/c1ccccc1 (centres undefined)
 : -4.4 | i | i | i | i | i | i | i | i | i | i
COc1ccc(/C=C(/NC(=O)c2ccccc2)C(=O)NCCN2CCOCC2)cc1OC
 : 0.2 | i | i | i | i | i | i | i | i | i | i
COc1ccc(C2C(C(=O)/C=C/c3ccco3)=C(O)C(=O)N2CCN2CCOCC2)cc1OC (centres undefined)
 : -5.8 | i | i | i | i | i | i | i | i | i | i
O=C(CCC(=O)OCc1ccc(Cl)cc1)Nc1ccccc1
 : -9.2 | i | i | i | i | i | i | i | i | i | i
Cc1cc(N2CCCC2=O)ccc1S(=O)(=O)NCCOc1ccccc1
 : -8.1 | i | i | i | i | i | i | i | i | i | i

The order is random. About 6.3% of those tested had a hit in this group.
